Screening data deposited in PubChem BioAssay by Broad Institute.
FN deposition inh: inhibitors of fibronectin matrix deposition, primary screen, AH1F cells, Alexa488-fibronectin fluorescence, plate reader. AH1F fibroblasts, overnight. inhibition, % at 12.6 µM. actives 0.086% (n = 350,000). AID 743247, 2014;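 active = mean inhibition across replicates of 30% or more, regardless of how many single replicates reach that level; inconclusive = mean under 30% yet at least half of replicates reach 30%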;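 note: positive control wells lacked labelled fibronectin entirely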
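Material: AH1F fibroblast monolayer depositing Alexa488-labelled fibronectin into matrix / Amount: 10000 AH1F cells per well / Signal: fluorescence 485/525 nm / Medium: DMEM, 2% serum / Compound: single dose, pinned / Incubation: 1 h cell adhesion before compound, then overnight fibronectin incubation / Reagent: Alexa488-FN, 24 nM final / Read-out: inhibition of fibronectin deposition signal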
GSIS activator: GLuc luminescence reporter in INS-1E cells, primary screen for activators of glucose-dependent secretion of insulin | INS-1E GLuc reporter insulin secretion, 2-3 h | activation, % at 16.6 µM | actives 0.61% (n = 370,000);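 active = lowest replicate activation of at least 40%, so every replicate reaches that level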;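 note: 0% = median of neutral control wells and 100% = median of IBMX positive control wells; some compounds called inactive have numbers as strong as hits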
DENV2 CPE: inhibitors of DENV2 cytopathic effect, primary screen, cell-based, plate reader, single concentration | DENV2-infected cells, cytopathic effect rescue | CPE inhibition, % at 9.99 µM | actives 1.7% (n = 350,000) | AID 651640, 2012; in the data active = CPE inhibition above about 20%, passing the limit was not always enough; inconclusive = no clear call, values can overlap the other calls; tested in BHK-21 cells;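 note: 0% = median of neutral control wells and 100% = median of positive control wells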
CFTR F508del cor: F508del CFTR correction, initial screen, CFBE line, single point. CFBE cells, YFP halide quenching; stimulated with forskolin plus potentiator P3; % fluorescence drop versus neutral controls. activity (quench increase), % at 7.58 µM. actives 0.36% (n = 350,000). AID 720511, 2013;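 active = mean added fluorescence quench of at least 8% versus neutral control, with both replicates also reaching 8%; inconclusive = only one of the mean or replicate conditions met; inactive = mean below 8% and not both replicates reaching 8%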;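 note: cells transiently co-express mutant CFTR-F508del with the halide-sensitive YFP; corrector assay measuring rescue of mutant channel to the surface after 24 h compound exposure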
PAX8 reporter: inhibitors of PAX8-driven TPO luciferase reporter, primary screen, RMG-I cells, single concentration; SteadyGlo, 24 h; AID 652154, 2013; actives 1.2% (n = 360,000); inhibition, % at 12.6 µM;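 active = mean replicate inhibition at least 60% with every replicate also reaching 60%; inconclusive = only one of the two criteria is met; inactive = mean below 60% and not all replicates reaching 60%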;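 note: luciferase light reporting Pax8 driven TPO promoter activity; plate controls were median of neutral control wells for no effect and mitoxantrone controls for full effect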
EWS-Fli block: EWS/Fli-driven NR0B1 reporter inhibitors, primary screen, A673 cells, NR0B1 luciferase, luminescence, MLPCN library; viability-normalised; actives 0.67% (n = 350,000); AID 651661, 2012; inhibition, % at 12.6 µM;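 active = mean inhibition of at least 50% after viability correction, with every replicate also passing that limit; inconclusive = mean reaches 50% but only one of two replicates passes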;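 note: firefly luciferase signal divided by Alamar Blue viability fluorescence both relative to DMSO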
miR122 inh: miR-122 Renilla sensor signal increase in Huh7, primary screen, miR-122 inhibitor project, cell-based, single point, plate reader | Huh7 miR-122 Renilla luciferase sensor, 48 h; neutral wells = 0, positive control = 100 | AID 602342, 2012 | actives 0.3% (n = 340,000) | activation (reporter increase), % at 12.5 µM;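 active = mean replicate activation score at least 90 and every replicate individually at or above 90; inconclusive = only one of the two criteria met; inactive = neither criterion met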;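 note: higher luciferase means less miR-122 activity so hits act as miR-122 inhibitors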
An asterisk follows results filed as active; & = joins results of further samples; [ ] = another dose, or the depositor's remark.

For CC(C)NC(=O)C1CCCN(c2nnc(-n3cccc3)s2)C1 (stereo not drawn) the results were FN deposition inh 5.2, GSIS activator -2.3, DENV2 CPE -2.1, CFTR F508del cor -6.8, PAX8 reporter -13.1, EWS-Fli block -13.5 and miR122 inh -2.2.
Screening COc1cccc(C(=O)Nc2cc(OC)ccc2NC(=O)c2ccco2)c1 returned FN deposition inh -3.8, GSIS activator 27.9, DENV2 CPE -2.8, CFTR F508del cor -0.5 and PAX8 reporter 16.2.
`C[C@H](CO)N1C[C@H](C)[C@@H](CN(C)Cc2ccc3c(c2)OCO3)Oc2c(NC(=O)Cc3ccccc3)cccc2C1=O` gave FN deposition inh -0.6, GSIS activator -30.0, DENV2 CPE inconclusive, CFTR F508del cor 0.6, PAX8 reporter 6.1, EWS-Fli block 4.8 and miR122 inh 85.8.
For CCOC(=O)c1cc(NC(=O)N(C(C)C)C2CCCCC2)c(C)nc1C the results were FN deposition inh 0.2, DENV2 CPE -1.1, CFTR F508del cor 2.2, PAX8 reporter -2.8, EWS-Fli block -2.5 and miR122 inh 0.8.
For Cc1cc(N2CC(C)OC(C)C2)n2cc(-c3ccccc3)nc2n1 (stereo not drawn) the results were FN deposition inh 1.4, GSIS activator 23.5, DENV2 CPE 1.4, CFTR F508del cor -0.9, PAX8 reporter -15.0, EWS-Fli block -6.5 and miR122 inh -1.2.
Cc1ccc(S(=O)(=O)N(C)C[C@H]2Oc3ccc(NC(=O)NC(C)C)cc3C(=O)N([C@H](C)CO)C[C@@H]2C)cc1 was read as FN deposition inh -6.9, GSIS activator 5.9, DENV2 CPE 4.7, CFTR F508del cor 3.6, PAX8 reporter -2.7, EWS-Fli block 4.1 and miR122 inh -9.2[16.7 µM].
`C[C@H]1CN([C@@H](C)CO)C(=O)c2cc(-c3cncnc3)cnc2O[C@@H]1CN(C)Cc1ccncc1` gave GSIS activator 6.9, DENV2 CPE -0.5, CFTR F508del cor 0.7, EWS-Fli block -1.9 and miR122 inh -1.5[16.7 µM].
Screening O=C(CSc1ccc([N+](=O)[O-])cn1)Nc1ccc2c(c1)OCCO2 returned FN deposition inh -4.5, DENV2 CPE -3.1, CFTR F508del cor 1.1, PAX8 reporter -14.8 and EWS-Fli block -6.2.
CC(=O)c1ccc(OCC(O)CN2CCc3ccccc3C2)cc1 (stereo not drawn) was read as FN deposition inh -4.0, GSIS activator -0.9, DENV2 CPE -1.4, CFTR F508del cor 2.4, PAX8 reporter -14.2 and EWS-Fli block 10.0.
C[C@H]1CN([C@@H](C)CO)S(=O)(=O)c2ccc(C#CC3CCCCC3)cc2O[C@H]1CN(C)C was read as FN deposition inh -4.9, GSIS activator 0.9, DENV2 CPE 10.5, CFTR F508del cor -2.8, EWS-Fli block 8.4 and miR122 inh -24.9[16.7 µM].
c1ccc(-c2noc(-c3ccno3)n2)nc1 was read as FN deposition inh 11.6, GSIS activator 11.9, DENV2 CPE inconclusive, CFTR F508del cor -2.0, PAX8 reporter -45.4 and EWS-Fli block -17.2.
For O=C(O)c1ccc(N/N=C/c2ccncc2)cc1 the results were FN deposition inh 1.0, GSIS activator 3.9, DENV2 CPE -5.7, CFTR F508del cor 0.5, PAX8 reporter -32.9 and EWS-Fli block -32.4.
`O=C(C[C@H]1CC[C@@H]2[C@H](COC[C@@H](O)CN2CC2CC2)O1)NCc1ccc(Cl)cc1` gave FN deposition inh -5.2, GSIS activator 8.8, DENV2 CPE inconclusive, CFTR F508del cor 0.0, PAX8 reporter -5.4, EWS-Fli block -11.6 and miR122 inh -0.9[16.7 µM].
`CCCNC(=O)N1C[C@@H](O)COC[C@H]2O[C@@H](CC(=O)NCc3ccc(Cl)c(Cl)c3)CC[C@@H]21` gave FN deposition inh -4.7, GSIS activator 2.8, DENV2 CPE 0.2, CFTR F508del cor -1.7, PAX8 reporter 6.6, EWS-Fli block -7.4 and miR122 inh -4.4[16.7 µM].
CC(C)[C@H](NC(=O)c1cccc(S(=O)(=O)N2CCOCC2)c1)C(=O)OCC(=O)Nc1cccc(Br)c1 was read as FN deposition inh -1.8, GSIS activator -43.6, DENV2 CPE 11.6, CFTR F508del cor 2.4, PAX8 reporter 2.9, EWS-Fli block -5.1 and miR122 inh 7.1.
Screening C[C@H]1CN([C@@H](C)CO)C(=O)c2cc(NC(=O)Cc3ccccc3)ccc2O[C@H]1CN(C)Cc1ccccc1 returned FN deposition inh 1.3, GSIS activator 6.9&-17.6, DENV2 CPE -4.0&-2.2, CFTR F508del cor 0.6&1.2, PAX8 reporter -2.3, EWS-Fli block 1.6&-0.3 and miR122 inh -3.4[16.7 µM].
Clc1ccc(-c2ncc3ccccn23)cc1 was read as FN deposition inh -0.9, GSIS activator -2.5, DENV2 CPE 4.7, CFTR F508del cor 2.2, PAX8 reporter -73.8 and EWS-Fli block -74.6.
C[C@H]1CCCCO[C@@H](CN(C)C(=O)Nc2ccc3c(c2)OCO3)[C@@H](C)CN([C@@H](C)CO)C(=O)c2cc(NS(=O)(=O)c3ccccc3)ccc2O1 was read as FN deposition inh 1.7, GSIS activator -5.1, DENV2 CPE -2.5, CFTR F508del cor 2.3, PAX8 reporter -5.9, EWS-Fli block 0.3 and miR122 inh -1.4[16.7 µM].
Screening C=CCN1C(=O)c2n[nH]c(COC)c2C1c1ccc(Br)cc1 (stereo not drawn) returned FN deposition inh 5.2, GSIS activator -16.0, DENV2 CPE -5.6, CFTR F508del cor -3.2, PAX8 reporter 9.3 and EWS-Fli block -1.4.
For O=C(NNC(=O)c1ccc([N+](=O)[O-])cc1Cl)c1ccncc1 the results were FN deposition inh -3.1, GSIS activator 10.2, PAX8 reporter -2.1 and miR122 inh -2.0.
Cc1noc(C)c1NC(=O)Nc1ccc2c(c1)C(=O)N([C@@H](C)CO)C[C@H](C)[C@H](CN(C)C(=O)Nc1cccc3ccccc13)O2 was read as FN deposition inh 6.6, GSIS activator 14.6, DENV2 CPE 3.9, CFTR F508del cor -0.6, EWS-Fli block 7.5 and miR122 inh -2.7[16.7 µM].
COc1ccc(F)cc1C(=O)COC(=O)c1n[nH]c(=O)c2ccccc12 was read as FN deposition inh 2.7, GSIS activator -4.7, DENV2 CPE inconclusive, CFTR F508del cor 2.4, PAX8 reporter 1.5, EWS-Fli block 9.5 and miR122 inh -3.3.
CCC(C)[C@H](NC(=O)OC(C)(C)C)C(=O)N/N=C/C1=Cc2ccccc2OC1 (stereo partly drawn) was read as DENV2 CPE 5.6, CFTR F508del cor 1.8, EWS-Fli block -5.3 and miR122 inh 63.6.
Screening CC(=O)Nc1cccc(OCCCNC(=O)c2ccc(C(C)(C)C)cc2)c1 returned FN deposition inh 0.6, GSIS activator 3.7, DENV2 CPE 31.4*, CFTR F508del cor -1.6, PAX8 reporter 3.0, EWS-Fli block -18.3 and miR122 inh 0.7.
Screening CC1CCC(NC(=O)C2CCC(CNS(=O)(=O)c3ccc4c(c3)C(C)(C)C(=O)N4C)CC2)CC1 (stereo not drawn) returned FN deposition inh 5.7, GSIS activator -13.8, DENV2 CPE 5.0, CFTR F508del cor 4.0, PAX8 reporter -7.0, EWS-Fli block 16.1 and miR122 inh -2.1.
Screening Cc1cc(NS(=O)(=O)c2ccc(NC(=O)CN3C(=O)c4ccccc4C3=O)cc2)nc(C)n1 returned FN deposition inh -4.2, PAX8 reporter 3.7 and miR122 inh -3.9.
COc1ccc(NC(=O)Nc2ccccc2SC)cc1 was read as FN deposition inh 1.7, GSIS activator -19.3, DENV2 CPE -5.2, CFTR F508del cor -2.5, PAX8 reporter -102.6, EWS-Fli block -47.4 and miR122 inh 0.7.
For O=C1/C(=C/c2cccc(F)c2)SC(=S)N1NS(=O)(=O)c1ccccc1 the results were GSIS activator 15.3, DENV2 CPE -5.9, CFTR F508del cor 0.9, PAX8 reporter 2.2 and EWS-Fli block -13.7.
For CC(C)NC(=O)N[C@@H]1CC[C@@H](CCn2cc(-c3ccccc3)nn2)O[C@H]1CO the results were FN deposition inh -3.7, GSIS activator 3.4, DENV2 CPE -3.9, CFTR F508del cor -0.5, PAX8 reporter -35.9 and EWS-Fli block -7.6.
For COc1ccc(OC)c(S(=O)(=O)Nc2cc(C)on2)c1 the results were FN deposition inh 2.5, GSIS activator 3.6, DENV2 CPE -0.6, CFTR F508del cor -2.1, PAX8 reporter 16.3, EWS-Fli block 1.1 and miR122 inh 0.8.
`O=C(c1cnn2c(C(F)(F)F)cc(-c3ccccc3)nc12)N1CCCCC1c1cccnc1` (stereo not drawn) gave FN deposition inh -2.7, GSIS activator 1.1, DENV2 CPE -1.1, CFTR F508del cor -0.5, PAX8 reporter 22.8, EWS-Fli block 23.3 and miR122 inh -2.1.
`O=C(C[C@H]1CC[C@@H](NS(=O)(=O)c2ccc(F)cc2)[C@H](CO)O1)NCCc1ccncc1` gave FN deposition inh -11.0, GSIS activator 6.2, DENV2 CPE -4.3, CFTR F508del cor -0.2, PAX8 reporter -17.8 and EWS-Fli block -1.7.
For CCc1nnc(NS(=O)(=O)c2ccc(NC(=O)/C=C/c3ccc(OC)cc3OC)cc2)s1 the results were FN deposition inh 4.3, GSIS activator -2.9, DENV2 CPE -3.9, CFTR F508del cor -2.4, PAX8 reporter 16.4, EWS-Fli block -1.0 and miR122 inh -5.1.
For CCCNC(=O)[C@H]1[C@H](CO)[C@H]2Cn3c(ccc(/C=C/c4ccccc4)c3=O)[C@@H]1N2C(=O)c1ccncc1 the results were GSIS activator -5.1, DENV2 CPE 1.7, PAX8 reporter 9.6 and EWS-Fli block 0.4.
For CCn1nc(C)c(/C=N/NC(=O)Cn2nnc(N)n2)c1C the results were FN deposition inh -1.0, GSIS activator 13.5, DENV2 CPE 2.0, CFTR F508del cor 0.0, PAX8 reporter -5.7 and EWS-Fli block -3.0.
`CCCCOc1ccc(C(=O)OCC(=O)N2CCOCC2)cc1` gave FN deposition inh 8.8, GSIS activator 14.5, DENV2 CPE 10.0, CFTR F508del cor -0.4, PAX8 reporter -30.2, EWS-Fli block -3.0 and miR122 inh 3.0.
For O=C1C2C(C(=O)N1/N=C/c1cccc([N+](=O)[O-])c1)C1C=CC2C12CC2 (stereo not drawn) the results were FN deposition inh 3.1, DENV2 CPE 2.5, PAX8 reporter -63.0 and EWS-Fli block -57.5.
Screening Cc1ccnc(NC(=O)c2cc3cc(F)ccc3s2)c1 returned FN deposition inh 1.6, GSIS activator 4.3, DENV2 CPE 5.0, CFTR F508del cor -1.3, PAX8 reporter -171.7, EWS-Fli block -113.6 and miR122 inh 2.5.
Screening Cc1cc(-c2ccc([N+](=O)[O-])cc2)nc2ccccc12 returned FN deposition inh 12.5, GSIS activator -7.2, DENV2 CPE -9.5, CFTR F508del cor -0.3, PAX8 reporter -15.8 and EWS-Fli block -24.6.
For Cc1cc(/C=C(/C#N)c2nc3ccccc3[nH]2)c(C)n1-c1cc(C(=O)O)cc(C(=O)O)c1 the results were FN deposition inh 4.3, GSIS activator 8.0, DENV2 CPE -3.6, CFTR F508del cor -0.1, PAX8 reporter 4.0 and EWS-Fli block -0.9.
Screening Cc1ccc(S(=O)(=O)N(C)C)cc1NC(=O)COC(=O)CNC(=O)c1cccs1 returned FN deposition inh -8.9, GSIS activator 25.2, DENV2 CPE inconclusive, CFTR F508del cor 2.4, PAX8 reporter 7.2, EWS-Fli block 0.6 and miR122 inh 5.5.
